High-throughput results (PubChem)
aSyn UTR inh: 5' untranslated region of α-synuclein, MLPCN primary screen; inhibition, % (tested at 7.5 µM); AID 1813; 0.82% of 300,000 active; alpha-synuclein 5'UTR reporter, inhibitor activity; in the data active means inhibition above about 60%; inconclusive means no clear call, values can overlap the other calls;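 further: H4 neuroglioblastoma cells stably carrying SNCA 5'UTR luciferase fusion; 0% = DMSO wells and 100% = positive control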
AI-2 QS modul: Vibrio harveyi AI-2 quorum sensing modulation; Vibrio harveyi JMH597 AI-2 luminescence/OD600 ratio, 9 h; stronger effect = lower value; strain lacks LuxN and CqsS sensors; 0 = neutral-control median; 0.4% of 300,000 active; activity change, % at 7.5 µM; AID 2094; in the data active means activity change below about -75%, passing the limit was not always enough; inconclusive means no clear call, values can overlap the other calls;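 further: luminescence divided by OD600 gain over 9 h not by final OD600 alone; inactives centre near 13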
IEC-6 tox: counter-screen for KLF5 inhibitors: cytotoxicity in IEC-6 cells; AID 1825; IEC-6 cytotoxicity, luminescence viability; 0.78% of 290,000 active; inhibition, % at 5 µM; in the data active means inhibition above about 22%;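 further: 0% = plate median of test compound wells and 100% = cytotoxic reference compound wells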
HSF1 inhib: HSF1 inhibition; NIH3T3-HGL HSE-luciferase, MG132-induced, luminescence 8 h; stronger effect = lower value; activity change, negative = inhibition, % at 7.5 µM (by protocol); 0.77% of 300,000 active;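 active means more than half of replicate wells show activity change below -50%, luminescence cut by over half; inconclusive means some wells, but at most half, below -50%; inactive means no replicate well below -50%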;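 further: luciferase reports HSF-1 transcriptional activity via heat shock element; 0% = median of DMSO wells and -100% = zero luminescence signal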
HSF1 activator: increases HSF-1 driven luciferase reporter signal; 1.7% of 300,000 active; NIH3T3-HGL HSF-1 luciferase reporter, MG132, 8 h; 100% = twice DMSO control signal; activation, % at 9 µM; AID 504408;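 active means mean replicate activation of at least 50% with a set share of replicates each reaching 50%; inconclusive means only one of those two conditions met; inactive means mean below 50% and too few replicates reaching it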;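 further: 0% = median of the neutral control wells and 100% = twice that signal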
HSP90 refold inh: inhibitors of HSP90 luciferase refolding in rabbit reticulocyte lysate | luciferase refolding luminescence, 3 h | inhibition, % at 5.6 µM | 0.91% of 290,000 active | AID 1789;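 active means inhibition above the screen-wide mean plus 3 SD, computed separately per campaign, cut at about 16% in these data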;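 further: 0% = DMSO wells and 100% = 60 µM geldanamycin wells; inhibitors lower the luminescence because luciferase stays unfolded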
GSK3B inh: blocks human GSK3beta kinase activity. 0.038% of 300,000 active. activity score (negative = inhibition), % at 10 µM. AID 2097. GST-GSK3beta kinase, ADP-Glo luminescence, 60 min; stronger effect = lower value;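 active means more than half of replicate wells score below -50%, meaning over 50% inhibition versus plate controls; inconclusive means some replicates but at most half score below -50%; inactive means no replicate scores below -50%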;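 further: 0% = median DMSO wells and -100% = median GW8510 positive control wells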
Target sequence (P49841 whole entry, looked up): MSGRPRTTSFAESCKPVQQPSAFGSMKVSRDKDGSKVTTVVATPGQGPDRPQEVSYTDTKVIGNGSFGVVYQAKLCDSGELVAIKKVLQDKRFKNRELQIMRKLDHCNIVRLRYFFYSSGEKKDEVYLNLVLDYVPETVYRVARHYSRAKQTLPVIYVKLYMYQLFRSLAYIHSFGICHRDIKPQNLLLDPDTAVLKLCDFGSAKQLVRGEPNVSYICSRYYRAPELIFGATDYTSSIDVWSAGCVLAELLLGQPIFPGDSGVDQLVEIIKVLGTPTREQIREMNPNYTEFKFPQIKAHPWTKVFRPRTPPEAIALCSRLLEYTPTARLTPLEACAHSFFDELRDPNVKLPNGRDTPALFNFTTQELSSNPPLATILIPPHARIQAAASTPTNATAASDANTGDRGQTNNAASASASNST
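Test system – GST-tagged human GSK3beta kinase, cell-free · Incubation – 60 min enzyme reaction, room temperature · Signal – ADP-Glo luminescence · Also added – peptide substrate and ATP at 25 µM · Controls – DMSO neutral wells and GW8510 at 20 µM as positive · Buffer or medium – Tris/MgCl2 kinase buffer · Measure – Luminescence-derived activity versus plate DMSO and GW8510 wells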
GSK3A inh: human GSK-3 alpha kinase inhibition | P49840 | ADP-Glo luminescence, 60 min | inhibition, % at 10 µM | 0.1% of 320,000 active | AID 2650;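 in the data active means inhibition above about 50%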;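 further: GST-tagged GSK-3 alpha with peptide substrate and 25 µM ATP; 0% = DMSO neutral wells and 100% = GW8510 positive control wells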
Target sequence (P49840 whole entry, looked up): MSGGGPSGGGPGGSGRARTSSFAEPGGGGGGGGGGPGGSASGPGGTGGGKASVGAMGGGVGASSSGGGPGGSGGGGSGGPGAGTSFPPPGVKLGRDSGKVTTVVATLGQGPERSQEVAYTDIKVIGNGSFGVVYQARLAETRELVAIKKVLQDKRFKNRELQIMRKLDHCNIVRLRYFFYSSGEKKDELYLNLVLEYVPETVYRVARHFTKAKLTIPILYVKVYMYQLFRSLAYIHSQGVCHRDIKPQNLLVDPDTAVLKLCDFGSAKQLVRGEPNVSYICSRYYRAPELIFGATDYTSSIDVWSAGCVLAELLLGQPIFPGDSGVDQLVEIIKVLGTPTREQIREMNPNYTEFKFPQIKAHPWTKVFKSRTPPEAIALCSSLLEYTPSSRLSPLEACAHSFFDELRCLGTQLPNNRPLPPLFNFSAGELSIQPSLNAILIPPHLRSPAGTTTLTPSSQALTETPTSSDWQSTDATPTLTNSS
HIF act: HIF pathway transcriptional activation; U2OS HRE-luciferase reporter, luminescence; normalized: DMSO 0%, desferrioxamine 100%; 0.32% of 300,000 active; activation, % at 7.5 µM (by protocol);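 active means mean activation of at least 10% of the iron chelator positive control signal, with at least half of replicates also reaching 10%; inconclusive means mean and replicate majority disagree about reaching 10%; inactive means mean and most replicates under 10%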
KLF5 inhibitor: inhibitors of KLF5 expression | DLD-1 KLF5 promoter-luciferase reporter, luminescence | AID 1700 | 0.23% of 290,000 active | inhibition, % at 5 µM;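 active means inhibition above a per-plate limit of that plate's mean compound inhibition plus 3 SD, cut at about 60% in these data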;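 further: 0% = DMSO wells and 100% = LY294002 at 200 µM; higher means less KLF5 promoter-driven luciferase light; inactives centre near -14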
Active calls of the source: *; ? = inconclusive; nt = not tested or not shown. Hits appear at their usual frequency. About 4.7% of those tested had a hit in this group.

SMILES | aSyn UTR inh | AI-2 QS modul | IEC-6 tox | HSF1 inhib | HSF1 activator | HSP90 refold inh | GSK3B inh | GSK3A inh | HIF act | KLF5 inhibitor
COc1cc2cc(C(c3nnnn3C3CCCCC3)N(C)C3CCCCC3)c(=O)[nH]c2cc1OC (stereo unspecified) | 29 | 21 | -1 | 10 | 9 | 2 | 3 | -1 | -0.5 | 4
COCCn1c(SCCN2CCOCC2)nc2c1c(=O)[nH]c(=O)n2C | -6 | 33 | 0 | 1 | -12 | -1 | -2 | -1 | 0.0 | -15
O=C(CSc1nnc(-c2ccccc2)o1)n1c2c(c3ccccc31)CCCC2 | 30 | 10 | 1 | -1 | -12 | 0 | 6 | nt | -0.7 | -7
CN(C)S(=O)(=O)c1ccc(NC(=O)Cn2c(-c3ccccc3)noc2=O)cc1 | 30 | -1 | 1 | -2 | -10 | 9 | -1 | 0 | 0.1 | -12
COc1ccc(CCn2nnnc2C(CC(C)C)N2CCC(C(N)=O)CC2)cc1OC (stereo unspecified) | -5 | 13 | -6 | -4 | -2 | -1 | 3 | 0 | 0.3 | 9
C=CCn1c(COc2ccccc2)nc2ccccc21 | -52 | -3 | 6 | 8 | 11 | 3 | 1 | -3 | 0.2 | -75
Cc1cc(C(=O)NN)c(Cl)cc1Cl | 19 | 0 | 0 | -5 | 22 | 2 | 6 | -2 | -0.5 | -9
Cc1sc2nc(CSc3nnc(Cc4cccs4)n3C3CCCCC3)[nH]c(=O)c2c1C | -24 | 53 | -6 | 1 | 20 | 0 | -1 | 0 | -29 | -11
O=c1[nH]c2ccc(S(=O)(=O)NCc3ccccc3)cc2[nH]1 | 6 | 9 | 0 | -3 | 3 | 0 | -2 | 1 | -0.4 | 10
C=CCNC1=C(Cl)C(=O)N(Cc2ccccc2)C1=O | 5 | nt | -2 | -7 | 6 | -3 | nt | -1 | 0.5 | -20
O=C(Cc1ccc([N+](=O)[O-])cc1)Nc1cc(C(F)(F)F)cc(C(F)(F)F)c1 | 36 | 14 | 2 | -3 | 3 | 1 | 3 | -1 | -0.1 | 4
O=C(CCc1nc(-c2ccccc2F)no1)Nc1ccc(Oc2ccccc2)cc1 | 14 | -25 | -2 | -5 | -12 | 3 | 0 | -2 | 0.2 | -11
CC(C)OCCCNC(=O)c1cc(-c2cccs2)nc2ccccc12 | 15 | 12 | -4 | 14 | 14 | 1 | 1 | -1 | -0.4 | -33
CCCS(=O)(=O)c1ccc(COC(=O)c2ccc(NC(C)=O)cc2)cc1 | -1 | -38 | -7 | -2 | 2 | 0 | -2 | 1 | 0.3 | -25
CC(=O)c1ccc2c(c1)N(C)c1ccccc1S2 | 17 | 4 | 4 | ? | -60 | 2 | 1 | -1 | -0.1 | 3
COC(=O)c1ccc2c(=O)n(CCCN3CCOCC3)c(=S)[nH]c2c1 | -5 | 29 | 1 | -3 | -8 | 4 | 9 | 6 | -0.3 | -39
O=C(CN(C(=O)CCC(=O)Nc1ccccn1)c1ccc2c(c1)OCO2)NCc1ccco1 | -2 | 5 | -2 | -6 | -5 | -2 | 2 | 0 | 0.8 | -11
CC(=O)N1CCN(C(=O)c2cc(S(=O)(=O)Nc3ccc(S(C)(=O)=O)cc3)ccc2Cl)CC1 | -13 | 24 | 0 | 0 | 9 | -1 | 4 | 0 | -0.1 | -15
CC(=O)c1cccc(NC(=O)CN2CCc3cc4c(cc3C2)OCCCO4)c1 | -13 | 0 | 2 | -3 | -2 | -4 | 0 | 1 | -0.1 | -10
CN(C)C(=O)c1c2c(nc3ccccc13)-c1ccccc1CC2 | 8 | 21 | -1 | -5 | -10 | -2 | 1 | 0 | 0.2 | -19
CCCCCCSc1nsc(N)n1 | -29 | -25 | 4 | 14 | 22 | 5 | 0 | 4 | 0.5 | -74
COn1c2c(c3c4nonc4ccc31)CCCC2 | -5 | 15 | -5 | -2 | -9 | 0 | -3 | 9 | -0.3 | 0
CCCNC(=O)C1CCN(S(=O)(=O)c2c(C)noc2/C=C\c2ccc(OC)cc2)CC1 | -3 | 34 | -2 | -2 | 17 | -2 | 4 | -1 | -0.2 | -31
CCN(CC)CCNCC1C(=O)O[C@@H]2C[C@@]3(C)CCC[C@H](C)C3=C[C@H]12 (stereo partly specified) | -18 | 0 | 11 | 29 | 31 | 1 | -5 | 0 | 0.1 | -2
Cc1ccc(-n2cc(CNCCn3nc(C)cc3C)c(-c3ccc(F)cc3)n2)cc1 | 25 | -3 | -4 | 8 | 9 | 1 | 1 | 3 | 0.0 | -42
COc1ccc(N2C(=O)C(O)C2c2ccc(C)cc2)cc1 (stereo unspecified) | 14 | 14 | -7 | 2 | 13 | -3 | 1 | -1 | 0.2 | 1
Cc1ccc(-c2cc(C(=O)NCCN3CCOCC3)no2)cc1 | -16 | 18 | 6 | -5 | -7 | 11 | 2 | -4 | 0.4 | -17
O=C(COc1ncnc2ccccc12)N1CCN(S(=O)(=O)c2ccccc2)CC1 | -1 | 11 | 0 | 3 | 4 | 2 | 1 | -7 | -0.6 | 2
CC[C@@H](C)[C@H](NC(=O)CCc1c(C)c2cc3c4c(oc3c(C)c2oc1=O)CCCC4)C(=O)O | 19 | 16 | -7 | -31 | -34 | 3 | -4 | 0 | -18 | -27
O=C(Cn1cc(C(=O)C2CC2)c2ccccc21)Nc1ccccc1Cl | -1 | 22 | 4 | 3 | 4 | 1 | 3 | -5 | 0.1 | -3
COc1cc(Br)c(S(=O)(=O)Nc2c(C)n(C)n(-c3ccccc3)c2=O)cc1OC | -7 | 26 | -1 | -4 | -16 | -1 | 1 | -3 | -0.3 | -33
CCc1nc(SCC(=O)Nc2cc(C)on2)n[nH]1 | 4 | 22 | -2 | 2 | 11 | 1 | 1 | 2 | -0.3 | -1
CCOC(=O)C1CCN(C(=O)c2cccc(NS(=O)(=O)c3ccc(F)c(F)c3)c2)CC1 | 17 | -7 | -2 | 6 | 9 | 1 | 3 | -1 | -0.5 | -19
O=C(Nc1ccc(O)c2c(=O)cc(-c3cccc(Cl)c3)oc12)c1cccc(Cl)c1 | ? | -4 | nt | -3 | 11 | nt | -2 | 0 | -0.2 | nt
Nn1cnc2c([nH]c3ccccc32)c1=O | 14 | 11 | 7 | 1 | 27 | 1 | -1 | 1 | 0.1 | -28
CCOCCCN(C(=O)Cn1nnc(-c2ccc(C)o2)n1)C(C(=O)NC1CCCC1)c1ccc(C)o1 (stereo unspecified) | 11 | 10 | 0 | 0 | 9 | 2 | 3 | nt | 0.1 | -29
C/C(CC(=O)Nc1ccc(Cl)cc1Cl)=N\NC(=O)C(=O)NCCO | -7 | 10 | -6 | 3 | -3 | -6 | 1 | 0 | 0.6 | -30
COc1ccccc1NC(=O)C1CCOC1=O (stereo unspecified) | 4 | 50 | nt | 0 | 2 | nt | 2 | 0 | 0.9 | nt
CC(NC(=O)c1ccco1)c1ccc2c(c1)OCCO2 (stereo unspecified) | -6 | 12 | -1 | 0 | -6 | -4 | 4 | 1 | 0.2 | -12
COc1cccc(-c2ccc(NC(=O)C3CCCN(Cc4cnc(N(C)C)s4)C3)cc2)c1 (stereo unspecified) | -3 | 11 | 5 | 10 | 7 | -1 | 0 | 13 | 0.1 | -11
CCCN(C(=O)Cn1c(C(F)(F)F)nc2ccccc21)C1CCS(=O)(=O)C1 (stereo unspecified) | -16 | 6 | nt | -6 | -12 | nt | 3 | -2 | -1.2 | nt
O=C1CN(C(=O)COC(=O)/C=C/c2ccco2)c2ccccc2N1 | -11 | 22 | -10 | -2 | 4 | 0 | 2 | 1 | -0.3 | -28
O=C(CSCc1ccc(F)cc1)NCc1ccco1 | 5 | 22 | -2 | -2 | -7 | 5 | -4 | 1 | -0.3 | -24
COc1ccc(-c2c(C)n([O-])c(C)c(-c3ccccc3)[n+]2=O)cc1OC | -17 | 7 | 3 | 0 | -7 | 2 | 0 | 1 | 0.2 | -9
COc1ccc(N2CC(C(=O)Nc3nc4ccc(F)cc4s3)CC2=O)c(OC)c1 (stereo unspecified) | -18 | 15 | -4 | -5 | -4 | -3 | 0 | 4 | 1.2 | -34
Cc1ccccc1-c1nc(S(=O)(=O)c2ccc(Cl)cc2)c(NCCN2CCOCC2)o1 | -14 | 28 | -2 | 2 | 4 | -1 | 5 | -3 | -0.3 | -9
Cc1cccc(NC(=O)C(C)N2C(=O)C3C4CC(C(Br)C4Br)C3C2=O)c1 (stereo unspecified) | 22 | 2 | 4 | 6 | -3 | 3 | -1 | -2 | 0.1 | -4
CCOc1ccc(N/C=C\C(=O)c2ccc3c(c2)OCO3)cc1 | -89 | 4 | 2 | -2 | -11 | 5 | 2 | -3 | 1.0 | 4

Sorted by formula weight (lowest first): 9 of the compounds above.
SMILES | aSyn UTR inh | AI-2 QS modul | IEC-6 tox | HSF1 inhib | HSF1 activator | HSP90 refold inh | GSK3B inh | GSK3A inh | HIF act | KLF5 inhibitor
COc1ccccc1NC(=O)C1CCOC1=O (stereo unspecified) | 4 | 50 | nt | 0 | 2 | nt | 2 | 0 | 0.9 | nt
O=C(CSCc1ccc(F)cc1)NCc1ccco1 | 5 | 22 | -2 | -2 | -7 | 5 | -4 | 1 | -0.3 | -24
CCOc1ccc(N/C=C\C(=O)c2ccc3c(c2)OCO3)cc1 | -89 | 4 | 2 | -2 | -11 | 5 | 2 | -3 | 1.0 | 4
C/C(CC(=O)Nc1ccc(Cl)cc1Cl)=N\NC(=O)C(=O)NCCO | -7 | 10 | -6 | 3 | -3 | -6 | 1 | 0 | 0.6 | -30
CCCN(C(=O)Cn1c(C(F)(F)F)nc2ccccc21)C1CCS(=O)(=O)C1 (stereo unspecified) | -16 | 6 | nt | -6 | -12 | nt | 3 | -2 | -1.2 | nt
COc1ccc(N2CC(C(=O)Nc3nc4ccc(F)cc4s3)CC2=O)c(OC)c1 (stereo unspecified) | -18 | 15 | -4 | -5 | -4 | -3 | 0 | 4 | 1.2 | -34
COc1cccc(-c2ccc(NC(=O)C3CCCN(Cc4cnc(N(C)C)s4)C3)cc2)c1 (stereo unspecified) | -3 | 11 | 5 | 10 | 7 | -1 | 0 | 13 | 0.1 | -11
Cc1ccccc1-c1nc(S(=O)(=O)c2ccc(Cl)cc2)c(NCCN2CCOCC2)o1 | -14 | 28 | -2 | 2 | 4 | -1 | 5 | -3 | -0.3 | -9
Cc1cccc(NC(=O)C(C)N2C(=O)C3C4CC(C(Br)C4Br)C3C2=O)c1 (stereo unspecified) | 22 | 2 | 4 | 6 | -3 | 3 | -1 | -2 | 0.1 | -4
